Screens: PubChem, National Center for Advancing Translational Sciences (NCATS)
SW480 rereplic: A quantitative high throughput screen for small molecules that induce DNA re-replication in SW480 colon adenocarcinoma cells | hit rate 1.8% among 340,000 | SW480 DNA re-replication, Hoechst DNA content imaging, 48 h | Potency, µM (doses to about 46.1 µM), inactives show top-dose re-replication activation, hits mostly activators; also: potency is read from the fitted curve at half-maximal effect; % of control where 0% means no effect; nearly all actives have a fitted effect of over 55% in size
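Hoechst fluorescence of nuclei (405 nm excitation, 500-530 nm emission) measured by plate-scanning imager after 48 hr compound exposure at 37 C; re-replication scored as increased number of nuclei with elevated intensity.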
HT1080-NT tox: qHTS for induction of synthetic lethality in tumor cells producing 2HG: qHTS for the HT-1080-NT fibrosarcoma cell line. AID 686970, 2013. Potency, µM (doses to about 46.1 µM), for inactives: top-dose activity, negative = less viability, most hits filed as cytotoxic. hit rate 1.6% among 360,000. HT-1080-NT fibrosarcoma viability, CellTiter-Glo ATP luminescence, 48 h;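 also: NT is the 2HG producing partner of a matched IDH1 knockdown line; potency is read from the fitted curve at half-maximal effect; 0% = DMSO-treated cells and -100% = media-only wells without cells; nearly all actives have a fitted effect of over 55% in size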
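A 48-hour cytotoxicity screen used HT-1080-NT cells plated 2 hours before compound delivery. ATP-based CellTiter-Glo luminescence measured viability, normalized to DMSO and no-cell controls.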
IL1B secr inh: qHTS for Inhibitors of Inflammasome Signaling: IL-1-beta AlphaLISA Primary Screen; THP-1 LPS/ATP IL-1B secretion, AlphaLISA, 16 h; stronger effect = lower value; activity change, % at 57.5 µM; hit rate 4.7% among 360,000; AID 743279, 2014; in the data active = activity change below about -50%; inconclusive = mostly about -30% to -49%; also: % is scaled to controls: 0 for no effect and ±100 for the full control effect
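Secreted IL-1B measured by AlphaLISA bead assay after 16 h compound exposure of THP-1 cells; compounds (final up to 57.5 uM) added 1 h before LPS (250 ng/mL) and ATP (1.25 mM) stimulation; lower signal means less secretion.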
HT1080 IDH1KD tx: qHTS for induction of synthetic lethality in tumor cells producing 2HG: qHTS for the HT-1080-IDH1KD cell line; Potency, µM (top dose mostly 46.1 µM), for inactives: at the highest dose activity, negative = toxicity, hits mostly cytotoxic; HT-1080 IDH1 knockdown viability, ATP luminescence, 48 h; hit rate 2% among 360,000;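 also: potency is read from the fitted curve at half-maximal effect; 0% = DMSO wells and -100% = cell-free medium wells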
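CellTiter-Glo luminescence after 48 h compound exposure at 37 degrees C of IDH1-knockdown HT-1080 cells in 5% FBS RPMI. %Activity scaled between DMSO wells and cell-free media wells, with curves fitted and assigned curve classes.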
GLP1R ag: qHTS of GLP-1 Receptor Agonists; HEK293 GLP-1R CRE-luciferase, luminescence, 4-6 h; cells express a hypersensitive GLP-1R form; Potency, µM (top dose mostly 45.6 µM), without a hit: at the highest dose activation, most hits filed as activators; hit rate 0.007% among 380,000; also: potency is read from the fitted curve at half-maximal effect; % of control where 0% means no effect
Target sequence (P43220 whole entry, looked up): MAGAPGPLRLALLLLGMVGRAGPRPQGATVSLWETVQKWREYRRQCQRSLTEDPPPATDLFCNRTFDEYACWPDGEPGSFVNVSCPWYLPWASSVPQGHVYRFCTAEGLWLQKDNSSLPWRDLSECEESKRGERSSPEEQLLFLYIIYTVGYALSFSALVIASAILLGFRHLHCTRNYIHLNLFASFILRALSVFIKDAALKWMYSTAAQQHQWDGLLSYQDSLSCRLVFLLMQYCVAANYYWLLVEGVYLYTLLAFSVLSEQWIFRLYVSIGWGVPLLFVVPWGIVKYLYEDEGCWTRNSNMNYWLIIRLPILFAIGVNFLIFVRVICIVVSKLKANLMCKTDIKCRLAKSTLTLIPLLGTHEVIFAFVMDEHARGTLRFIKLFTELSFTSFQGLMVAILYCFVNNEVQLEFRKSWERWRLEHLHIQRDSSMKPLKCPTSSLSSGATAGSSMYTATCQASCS
KB-3-1 tox: qHTS assay for MDR1-selective chemotherapeutics: Primary screen using the parental adenocarcinoma cell KB-3-1. Potency, µM (doses to about 46.1 µM), without a hit: top-dose activity change, negative = cytotoxic, usual class: cytotoxic. hit rate 1.4% among 400,000. KB-3-1 viability, CellTiter-Glo ATP luminescence, 72 h; also: potency is read from the fitted curve at half-maximal effect; % is scaled to controls: 0 for no effect and ±100 for the full control effect; nearly all actives have a fitted effect of over 60% in size
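Here the drug-naive KB-3-1 line serves as comparator for MDR sub-line selectivity; cells received compound titrations, 72 h at 37 °C, then CellTiter-Glo readout.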
DRD3 agonist: qHTS of D3 Dopamine Receptor Agonist: qHTS; D(3) dopamine receptor (Homo sapiens), P35462; D3R DiscoveRx beta-arrestin cells, luminescence, 90 min; max activation, %; hit rate 0.58% among 410,000; in the data active = max activation above about 30%; also: 0% is about no effect; mostly tested at two doses, the higher about 12 µM
Target sequence (P35462 whole entry, looked up): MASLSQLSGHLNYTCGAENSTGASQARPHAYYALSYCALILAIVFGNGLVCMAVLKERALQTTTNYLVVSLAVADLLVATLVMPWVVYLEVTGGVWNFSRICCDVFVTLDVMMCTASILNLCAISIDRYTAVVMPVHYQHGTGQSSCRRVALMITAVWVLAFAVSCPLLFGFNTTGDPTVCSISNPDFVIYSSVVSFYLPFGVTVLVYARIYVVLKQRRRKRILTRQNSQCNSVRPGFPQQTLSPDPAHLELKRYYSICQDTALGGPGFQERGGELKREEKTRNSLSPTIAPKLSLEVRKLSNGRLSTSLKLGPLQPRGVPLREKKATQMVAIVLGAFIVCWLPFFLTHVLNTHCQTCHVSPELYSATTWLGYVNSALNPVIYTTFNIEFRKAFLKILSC
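Agonist-mode cell screen: cells plated at 1500/well and incubated overnight at 37 °C, then exposed to library compounds for 90 min at 37 °C. Detection reagent was added for 30–60 min at room temperature, and luminescence was read.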
KB-V1 cytotox: qHTS assay for MDR1-selective chemotherapeutics: Primary screen using the drug-selected MDR subline cells KB-V1. KB-V1 MDR cells viability, CellTiter-Glo, 72 h. Potency, µM (titrated, usually from 46.1 µM), for the others: at the top dose activity change, negative = cytotoxicity, most hits filed as cytotoxic. hit rate 3.4% among 400,000. AID 1347076, 2019; also: potency is read from the fitted curve at half-maximal effect; % is scaled to controls: 0 for no effect and ±100 for the full control effect; nearly all actives have a fitted effect of over 60% in size
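Drug-selected KB-V1 cells, grown in DMEM lacking phenol red with 10% FBS, receive compound titrations; after three days at 37 degrees C, surviving cell ATP is quantified by CellTiter-Glo luminescence and responses normalized and curve-fitted.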
DRD3 antagonist: qHTS of D3 Dopamine Receptor Antagonist: qHTS; D(3) dopamine receptor (Homo sapiens), P35462; D3R cells, DiscoveRx beta-arrestin luminescence, antagonist mode; stronger effect = lower value; max response, negative = inhibition, %; hit rate 2.5% among 360,000; AID 652054, 2013; in the data active = max response below about -50%; inconclusive = no clear call, values can overlap the other calls; also: % is scaled to controls: 0 for no effect and ±100 for the full control effect; mostly tested at two doses, the higher about 12 µM
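Cells plated overnight at 1500 cells/well, then exposed to library compounds with dopamine controls for 90 minutes at 37 degrees C. DiscoveRx reagent added for 30–60 minutes at room temperature; luminescence read, quantitative HTS format.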
The depositor's hits bear a star; i = inactive; ? = inconclusive; . = not tested or not shown; & = joins results of further samples; [ ] = dose if it differs, or a comment. Unless noted, calls follow the shape of the dose curve; as a rule, active = well fitted curve in the direction sought with a large enough effect; inconclusive = small, poorly fitted or top-dose-only effect, or another doubt; inactive = no such curve, though single readings can be large; an effect the other way counts as inactive or inconclusive. Random draw from the library, and some 12% of all compounds hit somewhere here.

Start of the data: the first 2 records (preview)
Results follow in this order: HT1080-NT tox | DRD3 agonist | GLP1R ag | SW480 rereplic | DRD3 antagonist | HT1080 IDH1KD tx | KB-V1 cytotox | KB-3-1 tox | IL1B secr inh
1: CN(C)c1ccc(-c2ccnc3c2CC(C)(C(=O)NCc2ccco2)O3)cc1 (centres undefined)
 : ? | -3.2 | 0.6% | . | -17.6 | ? | -5.6% | ? | -4.7
2: CC(=O)NC(CC(=O)NNC(=O)COc1c(C)cccc1C)c1ccccc1 (centres undefined)
 : 7.9% | 7.9 | -2.3% | 0.8% | 10.7 | 6.3% | -18.8% | 17.0% | 19.9

All compounds of this part, previewed entries included:
Results follow in this order: HT1080-NT tox | DRD3 agonist | GLP1R ag | SW480 rereplic | DRD3 antagonist | HT1080 IDH1KD tx | KB-V1 cytotox | KB-3-1 tox | IL1B secr inh
1: CN(C)c1ccc(-c2ccnc3c2CC(C)(C(=O)NCc2ccco2)O3)cc1 (centres undefined)
 : ? | -3.2 | 0.6% | . | -17.6 | ? | -5.6% | ? | -4.7
2: CC(=O)NC(CC(=O)NNC(=O)COc1c(C)cccc1C)c1ccccc1 (centres undefined)
 : 7.9% | 7.9 | -2.3% | 0.8% | 10.7 | 6.3% | -18.8% | 17.0% | 19.9
3: Cc1cccc(NC(=S)NCCc2c[nH]c3ccccc23)c1
 : -15.1% | 0.3 | 3.8% | -2.4% | ? | -19.7% | ? | -11.9% | 2.0
4: COc1ccc(C[C@H]2CN3C(=NC[C@@H]3Cc3ccc(O)cc3)N2CCNC(=O)c2ccc(C)c(Br)c2)cc1
 : ? | -67.2 | 2.2% | -18.8% | -98.4* | ? | 0.0% | 16.4µM* | -20.0
5: COC(=O)C1=C(C)N(c2ccc(C(=O)OC)cc2)C(=O)C1
 : -5.7% | -3.2 | 0.9% | -5.4% | -17.9 | -0.3% | 2.3% | 4.5% | 8.9
6: CNC(=S)N/N=C/c1ccc(-c2ccc(C(=O)O)cc2)o1
 : ? | 3.2 | -2.5% | ? | 1.9 | 8.2µM* | 6.51µM* | -39.8% | -5.5
7: O=C(c1cnn(-c2nc3ccccc3s2)c1)c1ccccc1O
 : 6.6% | -0.3 | -1.7% | 7.4% | 18.3 | -3.1% | -3.0% | -1.5% | -5.0
8: CCOC(=O)[C@@H]1[C@H]2COc3ccc(Br)cc3[C@@H]2N2C(=O)N(c3ccc(C)cc3)C(=O)[C@]12C
 : 1.8% | -15.8 | -5.5% | ? | 0.0 | 1.6% | 12.9% | 10.1% | -9.3
9: Cc1cccc(CSc2nc3ccccc3c(=O)n2C)c1
 : -13.4% | 7.4 | -0.4% | 3.7% | 47.4 | ? | -1.4% | ? | 39.7
10: N#CC1=C(N)NC(SCc2ccccc2)=C(C#N)C12CCCCC2
 : 7.94µM* | -21.2 | 6.3% | ? | -17.4 | 7.08µM* | ? | 23.1µM* | ?
11: O=S(=O)(c1cnc(Cl)c(Cl)c1)N1CCN(c2ncccn2)CC1
 : 4.9% | 6.9 | 3.6% | -55.1%[inhibitor] | 6.3 | 18.5% | 10.3% | 3.5% | 13.7
12: Cc1cc(S(=O)(=O)Nc2c(C)nn(C)c2C)c(Cl)cc1Cl
 : 2.1% | 6.3 | 6.3% | ? | 6.9 | -5.0% | 18.4µM* | ? | .
13: COc1cc(CNc2nccn3ccnc23)cc(OC)c1
 : 16.5% | -1.4 | 3.1% | . | -17.8 | 1.8% | 3.1% | 0.0% | 27.6
14: CC1(C)CC(=O)C(C=Nc2ccncc2)=C(O)C1
 : 1.7% | -13.2 | 1.7% | -9.2% | -22.0 | -12.1% | 16.8% | -7.1% | 19.6
15: COc1ccc(NC(=O)c2cccc(Cn3cc(Br)cn3)c2)cn1
 : 1.8% | -8.2 | -7.6% | -6.3% | -16.6 | 7.0% | -7.4% | -2.2% | 34.3
16: CCc1nnc(NC(=O)CSc2nnc(COc3ccc(C)cc3)n2-c2ccccc2)s1
 : 1.7% | 0.7 | 3.1% | ? | 7.6 | 2.7% | ? | ? | 70.0
17: COc1cccc(NCc2cc(=O)oc3cc(-c4ccccc4)c(O)cc23)c1
 : -18.2% | 7.3 | -20.9% | -3.6% | -1.5 | -28.4% | -11.2% | -5.2% | ?
18: COc1ccc(N2CCN(C(=O)Nc3ccccc3Cl)CC2)cc1
 : 15.4% | 2.9&-14.4 | 7.3% | -0.8% | 3.5 | 7.0% | 18.4%&-27.7% | 19.4%&-5.4% | -23.2
19: CCC(C)c1ccc(S(=O)(=O)N2CCN(C(C)CC(=O)O)CC2)cc1 (centres undefined)
 : 5.9% | -1.9 | -2.7% | -3.7% | -23.1 | 15.6% | -14.0% | 0.1% | 20.2
20: CCC1(CC)C(=O)Nc2ccccc21
 : 1.2% | -0.7 | 14.6% | -14.3% | 25.3 | 2.8% | 17.7% | 0.0% | 23.8
21: COc1ccc(CN2C(=O)c3cccnc3C2=O)cc1S(=O)(=O)NCc1ccccc1
 : -7.5% | -2.8 | -5.4% | -12.7% | -18.1 | 0.0% | 7.9% | 0.0% | -24.2
22: O=C1C(=C2CCc3ccccc32)Cc2ccccc21
 : -0.9% | -6.2 | 12.7% | -4.0% | 3.2 | -7.2% | -13.6% | -15.5% | 4.9
23: Cc1c(C(N)=O)c(N)c(C(=O)c2ccccc2)n1-c1ccccc1
 : 2.5% | 7.6 | 3.8% | -4.5% | 17.2 | 9.0% | 20.6µM* | 10.9% | 19.6
24: COC(=O)c1ccccc1NC(=O)NC1CCCC1
 : 22.4% | 6.3 | 5.6% | 1.1% | 8.6 | 7.1% | 0.4% | 6.1% | 0.0
25: CCC(Sc1nc(N)cc(=O)[nH]1)C(=O)Nc1cc(C)on1 (centres undefined)
 : 12.4% | -9.6 | -0.5% | -1.4% | -22.0 | 14.9% | -6.6% | 4.2% | -4.1
26: N#Cc1ccc(C(=O)Nc2ccc(N3CCN(C(=O)c4ccco4)CC3)cc2)c(F)c1
 : -0.6% | 17.4 | -1.7% | -2.1% | 21.1 | -16.0% | 0.0% | -7.5% | ?
27: COCCNC(=O)CSc1nnc(NC(=O)C2CC(=O)N(c3ccccc3OC)C2)s1 (centres undefined)
 : -3.8% | 2.4 | -15.4% | 9.8% | -12.9 | -1.1% | 7.4% | -4.0% | 13.1
28: CC1(C)Cc2nc3sc(C(N)=O)c(N)c3cc2CO1
 : 14.9% | 2.9 | -3.0% | -4.3% | 12.4 | 13.1% | 11.3% | 18.3% | 0.7
29: CCCc1cc(=O)oc2c(CNc3ccc(OCC)cc3)c(O)ccc12
 : 14.1% | -10.5 | -3.2% | -1.6% | ? | 5.6% | -3.6% | 5.8% | 0.0
30: CCN1CCN(C(=O)CS(=O)(=O)Cc2nc(-c3cccc(OC)c3)oc2C)CC1
 : -0.1% | -3.1 | -2.6% | -6.4% | -21.6 | 0.6% | -8.7% | -0.6% | -14.8
31: COc1cccc(-c2nc(C#N)c(N3CCN(C(=O)c4ccco4)CC3)o2)c1
 : 0.5% | 15.1 | 1.2% | 4.0% | 2.1 | -1.5% | -7.8% | 18.9% | 0.0
32: Cc1cc(C(=O)CSc2n[nH]c(N)n2)c(C)n1-c1cccc(F)c1
 : -28.4% | -4.2 | 4.7% | ? | 5.7 | ? | 0.9% | 1.0% | -14.8
33: COc1ccc(CCNC(=O)c2nn(C)c3c2CS(=O)(=O)c2ccccc2-3)cc1OC
 : 6.1% | 4.4 | 15.0% | 23.1µM* | 25.0 | 11.3% | 2.7% | 2.8% | 6.4
34: O=C(NC(Cc1ccc(O)cc1)C(=O)O)/C(=C/c1ccccc1)NC(=O)c1ccccc1 (centres undefined)
 : -1.5% | 0.3 | 8.9% | -27.0% | 16.1 | -9.5% | 4.3% | 0.3% | i
35: COc1ccccc1N1CCN(C2CCCN(Cc3c(F)cccc3F)C2)CC1 (centres undefined)
 : -2.4% | -25.3 | -1.6% | ? | -19.2 | 3.5% | -11.1% | -7.8% | 10.2
36: O=C1COc2ccc(C(=O)CSc3nnnn3-c3ccccc3)cc2N1
 : -6.7% | 1.3 | 6.4% | 0.6% | 2.4 | -2.3% | 1.3% | 3.6% | 27.7
37: O=[N+]([O-])c1ccc(N2CCCCC2)cc1NCCOc1ccccc1
 : 19.0% | -10.0 | 3.0% | 0.2% | -21.7 | 19.0% | -2.4% | 8.4% | -3.6
38: COc1ccc(NC(=O)COc2cccc(-n3cnnn3)c2)cc1
 : 14.3% | -9.7 | 8.6% | -0.4% | 2.4 | 4.7% | -1.7% | -3.9% | 8.5
39: Cc1sc2nc(CSCC(=O)NC3CCCCC3)[nH]c(=O)c2c1C
 : -8.1% | 4.8 | 4.1% | -1.7% | 7.3 | -2.6% | ? | -8.7% | -6.9
40: CC1CC(C)CN(CC(C)(C)NS(=O)(=O)c2ccccc2)C1 (centres undefined)
 : 6.3% | -12.3 | 8.1% | -0.5% | -16.8 | 4.0% | -30.2% | 2.5% | -1.7
41: CCOC(=O)C1=CCC(c2ccccc2C(F)(F)F)N(S(=O)(=O)c2ccc(C)cc2)C1 (centres undefined)
 : -22.2% | -15.2 | 5.6% | . | -8.9 | ? | ? | ? | -7.1
42: CCN(CC)S(=O)(=O)c1ccc(-c2nnc(SCC(=O)N3CCc4ccccc43)o2)cc1
 : 4.3% | -2.1 | -5.2% | -3.7% | -10.8 | -1.5% | ? | 8.6% | 23.3
